Screens deposited in PubChem BioAssay by National Center for Advancing Translational Sciences (NCATS).
BRCA1 expr up: qHTS Assay to Identify Small Molecule Activators of BRCA1 Expression; AID 624202, 2012; 380,000 tested, 1.1% active; Potency, µM (doses to about 46.1 µM), without a hit: at the highest dose activation, hits mostly activators; MCF7-BRCA1-FFLuc reporter, luminescence, 48 h; response scale: scaled: vehicle 0%, 10 µM genistein 100%; note: potency is the fitted concentration of half-maximal effect; nearly all actives have a fitted effect of over 80% in size; some results filed as inactive show a strong effect at the top dose
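Cells: MCF7-BRCA1-FFLuc, 2000/well. Exposure: 48 h, 37 °C, 5% CO2. Read: luminescence, 15 min post-substrate. Controls: genistein 10 microM (maximal activation), DMSO (neutral).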
Menin MLL FP TR: qHTS Assay for Inhibitors Targeting the Menin-MLL Interaction in MLL Related Leukemias: Competition With Texas Red Labeled MLL-derived Mutant Peptide; O00255; Menin + Texas Red MLL mutant peptide, fluorescence polarization; 270,000 tested, 0.23% active; AID 1768, 2009; Potency, µM (top dose mostly 61.6 µM), without a hit: at the highest dose FP activity change, negative = inhibition, actives largely listed as inhibitors; active = well fitted inhibition curve with a large enough effect in the polarisation, with a control signal flat, not every such curve was filed as active; inconclusive = small, poorly fitted or top-dose-only effect, or effect the other way, or a change in a side signal; inactive = no such curve, though single readings can be large or run the other way; the % refers to the polarisation; note: potency is the fitted concentration of half-maximal effect; % of control where 0% means no effect; many of its hits are not listed in these tables
VP16 counter: VP16 counterscreen qHTS for inhibitors of ROR gamma transcriptional activity; Drosophila S2 Gal4-VP16 UAS-luciferase, luminescence, 20 h; Potency, µM (titrated, usually from 53.6 µM), without a hit: top-dose activity, negative = inhibition, hits mostly inhibitors; 310,000 tested, 3.5% active; AID 2546, 2010;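 note: Gal4-VP16 expression switched on by copper sulfate through the metallothionein promoter; potency is the fitted concentration of half-maximal effect; % is set by controls: 0 for no effect and ±100 for the full control effect; nearly all actives have a fitted effect of over 50% in size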
PKM2 activator: qHTS Assay for Activators of Human Muscle isoform 2 Pyruvate Kinase. Potency, µM (series often up to 57.5 µM), without a hit: at the highest dose activation, actives largely listed as activators. AID 1631, 2009. purified PKM2, Kinase-Glo ATP luminescence, activation; response scale: 0% is enzyme alone, no compound. 260,000 tested, 0.34% active. Pyruvate kinase PKM (Homo sapiens), P14618; note: potency is the fitted concentration of half-maximal effect; % is set by controls: 0 for no effect and ±100 for the full control effect; nearly all actives have a fitted effect of over 55% in size
Target sequence (P14618 whole entry, looked up, canonical isoform): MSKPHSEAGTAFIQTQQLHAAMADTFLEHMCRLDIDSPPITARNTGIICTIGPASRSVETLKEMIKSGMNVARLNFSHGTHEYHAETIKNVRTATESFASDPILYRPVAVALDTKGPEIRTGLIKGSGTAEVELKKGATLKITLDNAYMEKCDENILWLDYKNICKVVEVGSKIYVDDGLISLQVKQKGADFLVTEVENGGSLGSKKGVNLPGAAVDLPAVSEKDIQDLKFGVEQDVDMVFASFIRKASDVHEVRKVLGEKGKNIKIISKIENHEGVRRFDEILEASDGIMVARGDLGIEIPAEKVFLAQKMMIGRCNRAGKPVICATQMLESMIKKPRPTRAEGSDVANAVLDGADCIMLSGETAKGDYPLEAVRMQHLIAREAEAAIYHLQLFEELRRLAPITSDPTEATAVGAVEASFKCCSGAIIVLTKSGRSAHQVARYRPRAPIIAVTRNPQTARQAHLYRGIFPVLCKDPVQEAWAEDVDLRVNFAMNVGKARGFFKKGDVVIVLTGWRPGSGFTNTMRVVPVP
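Kinase-Glo luminescence reports ATP generated from ADP (0.1 mM) and PEP (0.5 mM) by purified hPK-M2 after 1 h at room temperature, pH 7.2 imidazole buffer; intermediate enzyme activity allows detecting inhibitors and activators.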
p53 reactivator: qHTS assay for re-activators of p53 using a Luc reporter. AID 504706, 2011. H1299 p53-A138V BP100-luciferase reporter, luminescence, 24 h. 320,000 tested, 0.063% active. Potency, µM (doses to about 92.2 µM), for the others: at the top dose activity change, positive = activation, most hits filed as activators; note: potency is the fitted concentration of half-maximal effect; % of control where 0% means no effect; nearly all actives have a fitted effect of over 45% in size
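p53-null H1299 cells stably carrying temperature-sensitive p53-A138V and a BP100-luciferase reporter were pinned with compounds (4-point, 1:5 series) and held 24 hrs at 37 deg C. Luminescence was read 10 min after detection reagent.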
FLuc modulator: qHTS profiling assay for firefly luciferase inhibitor/activator using purifed enzyme and Km concentrations of substrates (counterscreen for miR-21 project); 360,000 tested, 6.9% active; purified FLuc, Km substrates, luminescence inhibition; AID 588342, 2011; Potency, µM (top dose mostly 57.5 µM), without a hit: at the top dose activity change, negative = inhibition, most hits filed as inhibitors;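 note: potency is the fitted concentration of half-maximal effect; plate controls were vehicle for no effect and reference inhibitor for full effect; nearly all actives have a fitted effect of over 55% in size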
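Purified P. pyralis luciferase, 10 nM final, with Km-level 10 uM D-luciferin and 10 uM ATP in 50 mM Tris acetate pH 7.5, 10 mM Mg acetate, 0.01% Tween-20, 0.05% BSA; 6-point qHTS titration about 60 µM downward; luminescence read.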
Rab9 promoter act: qHTS Assay for Rab9 Promoter Activators | Huh7 Rab9 promoter-luciferase reporter, luminescence, 24 h | 320,000 tested, 2.8% active | Potency, µM (highest dose often 9.22 µM), for the others: at the highest dose activation, negative = inhibition, most hits filed as activators; note: potency is the fitted concentration of half-maximal effect; % of control where 0% means no effect; nearly all actives have a fitted effect of over 60% in size
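Quantitative HTS format; Huh7 Rab9-luciferase reporter cells (1500/well) receive compound 2 h post-plating, incubate 24 h at 37 °C, then get luciferase reagent for 10 min before luminescence reading.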
ELG1 genotoxic: qHTS screen for small molecules that induce genotoxicity in human embryonic kidney (HEK293T) cells expressing luciferase-tagged ELG1; HEK293T ELG1-luciferase reporter, luminescence, 16 h; Potency, µM (doses to about 46 µM), for the others: at the highest dose activity change, positive = activation, usual class: activators; 330,000 tested, 1.3% active; AID 504466, 2011; note: potency is the fitted concentration of half-maximal effect; % of control where 0% means no effect; nearly all actives have a fitted effect of over 60% in size
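After overnight (16 hr) compound treatment at 37 °C, ELG1-luciferase HEK293T cells were lysed with ONE-Glo; luminescence quantified 30 min later at room temperature.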
NPC1 prom act: qHTS Assay for NPC1 Promoter Activators; Huh7 NPC1 promoter luciferase reporter, 24 h; Potency, µM (top dose mostly 9.22 µM), inactives show top-dose activation, hits mostly activators; 320,000 tested, 2.4% active; AID 485313, 2010;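 note: potency is the fitted concentration of half-maximal effect; % of control where 0% means no effect; nearly all actives have a fitted effect of over 60% in size; reporter is driven by a mutant NPC1 promoter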
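Quantitative HTS used a cell-based reporter: Huh7 cells stably bearing the NPC1 promoter upstream of luciferase were treated with compounds for 24 h, and promoter activation was read as luminescence.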
RORg inh: qHTS for inhibitors of ROR gamma transcriptional activity. 310,000 tested, 5.4% active. Drosophila S2 Gal4-RORgamma UAS-luciferase reporter, 20 h. Nuclear receptor ROR-gamma (Mus musculus), P51450. Potency, µM (top dose mostly 53.6 µM), for the others: top-dose activity change, negative = inhibition, hits mostly inhibitors; note: potency is the fitted concentration of half-maximal effect; % is set by controls: 0 for no effect and ±100 for the full control effect; nearly all actives have a fitted effect of over 60% in size
Target sequence (P51450 whole entry, looked up, the tested form may be a part): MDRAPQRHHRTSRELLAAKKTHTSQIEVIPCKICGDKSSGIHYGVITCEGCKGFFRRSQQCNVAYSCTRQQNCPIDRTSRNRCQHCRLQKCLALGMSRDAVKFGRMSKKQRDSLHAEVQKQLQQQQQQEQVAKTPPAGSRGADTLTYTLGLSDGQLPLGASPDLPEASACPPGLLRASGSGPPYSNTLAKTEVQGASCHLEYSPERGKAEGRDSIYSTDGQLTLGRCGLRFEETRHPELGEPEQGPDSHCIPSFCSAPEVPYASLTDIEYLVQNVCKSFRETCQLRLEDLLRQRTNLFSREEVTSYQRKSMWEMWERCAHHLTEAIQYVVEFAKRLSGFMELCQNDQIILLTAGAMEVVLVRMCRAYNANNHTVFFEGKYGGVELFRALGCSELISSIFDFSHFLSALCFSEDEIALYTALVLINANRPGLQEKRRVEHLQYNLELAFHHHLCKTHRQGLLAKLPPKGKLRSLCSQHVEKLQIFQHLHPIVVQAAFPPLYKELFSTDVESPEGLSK
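Stably transfected Drosophila Schneider cells are the test system, with ROR gamma fused to Gal4 and luciferase under UAS control; luminescence is read after 20 hr of 700 uM copper sulfate induction at ambient temperature.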
Giardia kill: Small Molecules that selectively kill Giardia lamblia: qHTS; Giardia lamblia trophozoite viability; activity change, % at 7.66 µM, hits read low; 340,000 tested, 0.15% active; AID 540267, 2011; in the data active = activity change below about -80%; inconclusive = between about -30% and that limit;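 note: parasites exposed to compound for two days anaerobically before the ATP read; % is set by controls: 0 for no effect and ±100 for the full control effect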
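Giardia trophozoites, 100 cells per well, were exposed to compounds for 48 hrs at 37 deg C under anaerobic conditions; viability was then read as ATP content by bioluminescence after 15-30 min at room temperature.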
* hit, by the source's call; ? = inconclusive; . = no result given; [ ] = dose if it differs, or a comment. Unless noted, calls come from the whole dose curve; as a rule, active = well fitted curve in the direction sought with a large enough effect; inconclusive = small, poorly fitted or top-dose-only effect, or another doubt; inactive = no such curve, though single readings can be large; an effect the other way counts as inactive or inconclusive. Some of the compounds tested; rates above refer to the full screens.

SMILES	BRCA1 expr up	Menin MLL FP TR	VP16 counter	PKM2 activator	p53 reactivator	FLuc modulator	Rab9 promoter act	ELG1 genotoxic	NPC1 prom act	RORg inh	Giardia kill
COc1ccccc1C1/C(=C(/O)c2ccccc2)C(=O)C(=O)N1CC(C)C (stereo not drawn)	0%	-1%	0%	2%	.	-1%	-3%	0%	-2%	0%	-14
CC1CCc2cc(F)ccc2N1C(=O)c1ccncc1 (stereo not drawn)	-15%	1%	-2%	-1%	-1%	0%	-4%	-2%	-3%	-4%	-17
COc1cc(NC(=O)COC(=O)CSc2ccccc2F)c(C)cc1[N+](=O)[O-]	-3%	22%	0%	-3%	-7%	-5%	5%	1%	3%	18%	2
Cc1ccc(NC(=O)C(=O)NCC2CCCN2S(=O)(=O)c2cccs2)cc1C (stereo not drawn)	-6%	.	.	.	11%	?	-4%	-7%	-2%	.	-9
CC(C)c1cc(C(=O)OCC(=O)NC(=O)NCc2ccco2)c(O)c(C(C)C)c1	-86%	14%	?	2%	-11%	0%	-1%	-5%	-4%	?	6
CCCc1nnc(NC(=O)CC(C)c2ccccc2)s1 (stereo not drawn)	-5%	-3%	-6%	0%	.	3%	10%	-2%	7%	32%	1
Cc1ccc(N=N/C(=C\O)C(=O)c2ccc(Cl)cc2)cc1	-70%	11%	?	0%	19%	?	3%	-1%	-3%	-36%	3
Cc1ccc(S(=O)(=O)N2CCN(C(=O)CC(C)n3nc(C)c(Cl)c3C)CC2)cc1 (stereo not drawn)	-4%	-13%	7%	9%	-6%	4%	0%	-1%	-1%	-15%	5
CCn1c(SCC(=O)NC2CCCC2)nnc1C(C)NC(=O)c1ccccc1Br (stereo not drawn)	3%	.	2%	.	0%	1%	0%	9%	3%	6%	-12
COc1ccc(C(=O)CN2CCN(c3ncccn3)CC2)cc1	1%	-20%	-17%	.	5%	6%	5%	-1%	1%	1%	-9
COc1ccc(OC)c(-c2csc(NC(=O)C3=COCCO3)n2)c1	-33%	.	.	.	10%	11µM*	0%	-4%	1%	.	17
Cc1cccc(C(=O)NCC(=O)OCC(=O)c2ccc(Cl)s2)c1	1%	.	-6%	.	1%	-15%	0%	3%	-3%	-19%	22
COC(=O)CCC(=O)OC1(C)C(=O)C=C2C=C(C3CC3)N(CCCCO)C=C2C1=O (stereo not drawn)	6%	-14%[11.7 µM]	-3%	4%[11.5 µM]	1%	-1%	0%	1%	-5%	-14%	-22
CC(=O)NC1CC2CCC(C1)N2Cc1ccc(C)cc1 (stereo not drawn)	11%	41%[activator]	3%	-2%	-5%	1%	-7%	0%	-2%	-38%	-1
COc1ccc(OC)c(NC(=S)NCC(c2cccnc2)N2CCOCC2)c1 (stereo not drawn)	-3%	1%	9%	-15%	0%	-3%	-3%	3%	-1%	-3%	5
O=C(CN1C(=O)NC2(CCCC2)C1=O)N1CCN(S(=O)(=O)c2cccc(F)c2)CC1	6%	.	-6%	-6%	21%	4%	-11%	11%	0%	-23%	7
Cc1ccc(CCc2nnc(SCC(=O)Nc3cccc(Cl)c3)n2-c2ccccc2)o1	-21%	3%	?	19%	7%	2%	-2%	6%	0%	?	16
O=C(NC(=S)NNC(=O)c1ccc(Cl)cc1Cl)c1cccnc1	-49%	-8%	20µM*	-15%	14%	?	-9%	-5%	0%	13µM*	40[activator]
NC(=O)C1CC12c1ccccc1-c1ccccc12 (stereo not drawn)	8%	20%	0%	.	2%	5%	4%	-4%	2%	25%	15
COc1ccc(Nc2nc(CC(C)=O)ns2)cc1OC	14%	0%	3%	1%	-2%	0%	13%	7%	-1%	5%	-5
COc1ccc(C(=O)N/N=C/c2ccc3cccc(O)c3n2)cc1	0%	14%	4µM*	2%	3%	?	-7%	-5%	-6%	1.4µM*	0
CCc1cc(CNC(=O)CC2C(=O)NCCN2Cc2ccccc2C(F)(F)F)on1 (stereo not drawn)	-29%	.	6%	-1%	1%	0%	-2%	2%	1%	5%	-19
O=C(CN1C(=O)NC2(CCc3ccccc32)C1=O)Nc1ccccc1C(F)(F)F (stereo not drawn)	0%	.	.	.	-1%	0%	-1%	-1%	-1%	.	-17
O=C(CN1CCCCCC1)NCC1CCCO1 (stereo not drawn)	3%	5%	-4%	0%	2%	1%	-1%	0%	-1%	-8%	14
CCOC(=O)N1CCC(N2Cc3cccc(C(=O)NCC4CCN(CC(C)C)C4)c3C2=O)CC1 (stereo not drawn)	6%	-8%	-12%	4%	10%	2%	-4%	-7%	1%	?	-17
CN1C(=O)C(C)(C)c2cc(S(=O)(=O)N(C)Cc3ccccc3)ccc21	-1%	-3%	3%	-10%	2%	2%	4%	-7%	-5%	-9%	6
CCc1cccc2c(C(=O)C(NC(C)CC)c3ccccc3)c[nH]c12 (stereo not drawn)	-2%	2%	0%	-15%	2%	6%	1%	0%	-6%	18%	-4
Cc1nc(C)c(-c2csc(Nc3cccnc3)n2)s1	-24%	8%	-16%	-1%	-18%	12µM*	16%	?	11%	?	-11
CC1=NN(C(=O)c2c(Br)c(C)nn2C)C(O)(C(F)(F)F)C1 (stereo not drawn)	-22%	-1%	?	11%	1%	4%	-1%	-2%	-2%	20µM*	5
COc1ccc(S(=O)(=O)N(C)C)cc1NCC(=O)Nc1cccc(C#N)c1	-6%	-3%	-15%	2%	-4%	6%	0%	-5%	-7%	25%	-12
CSc1nc2c(cc1C#N)CCCCC2	1%	-10%	5%	2%	2%	-12%	1%	0%	-3%	-24%	7
N/C(=N\OC(=O)c1ccc2c(c1)OCO2)c1cccc(Br)c1	?	20%	?	-43%	24%	0.13µM*	4.5µM*	?	?	-1%	-11
COc1cc(C(C)=O)ccc1COc1ccc(C(=O)OCC(=O)NC2CCS(=O)(=O)C2)cc1OC (stereo not drawn)	-11%	-20%	?	-5%	-9%	0%	-6%	-5%	2%	15%	-6
Cc1ccc(SCc2nc3ncccn3c2Br)cc1	42%	.	-1%	4%	7%	?	4%	7%	-2%	-23%	10
COc1ccc(C)cc1Nc1nc(N)c2ccccc2n1	30%	?	-1%	3%[11.5 µM]	18%	?	0%	-3%	4%	29%	-18
C[C@@H]1NC(=O)c2cc([N+](=O)[O-])cc(I)c2OCC[C@@H](C(=O)NC(CC(=O)O)C(N)=O)NC(=O)[C@H](CCC(=O)O)NC1=O (stereo partly drawn)	16%	10%	0%	1%	0%	1%	-4%	3%	-3%	-17%	-1
CCn1c(=O)c(C(=O)Nc2ccccc2C)c(O)c2ccccc21	-20%	-13%	22%	2%	3%	2%	-1%	-1%	11%	-14%	13
O=c1cc(CN2CCN(c3ccccc3)CC2)c2cc(O)c(-c3ccccc3)cc2o1	-42%	?	-5%	3%	-6%	2%	-5%	7%	-4%	23%	-4
Cn1c(=O)c2c(nc(Br)n2CCSc2ncccn2)n(C)c1=O	10%	8%	-1%	-6%	1%	-1%	2%	-3%	-3%	1%	-1
c1ccc2c(c1)nc(N1CCOCC1)c1c3ccccc3[nH]c21	-32%	.	-16%	10%	16%	-18%	-3%	-7%	0%	?	-17
C=CCNCCCCOc1ccccc1-c1ccccc1	-42%	3%	-11%	3%	-3%	-1%	-9%	-3%	-1%	34%	2
COc1ccc(C2CC(=O)N(c3ccccc3)C3=C2C(=O)CCC3)cc1 (stereo not drawn)	-4%	.	-6%	10%	0%	-1%	-1%	0%	0%	20%	-9
Cc1ccc(OCC(=O)NCc2ccco2)cc1C	1%	-10%	-22%	25%	10%	4%	-7%	8%	9%	?	5
Cn1cccc1C(=O)NNC(=O)COc1ccccc1Cl	45%	.	.	.	?	15µM*	25%	13%	17%	.	-17
CN1CCN(c2nc(-c3cccs3)cs2)CC1	70%	-2%	6%	-6%	-1%	-18%	3%	5%	7%	1%	6
CCN(CC(=O)Nc1c(F)cccc1F)C(=O)c1cc(S(=O)(=O)NCc2ccccc2)ccc1C	-1%	.	.	.	3%	-6%	-2%	-12%	1%	.	2
